Compound activity: PubChem BioAssay, NCI
NCI-60 one-dose screen, 48 h, at 10 µM unless noted. Numbers give growth in % (100 = growth as untreated, 0 = no growth, -100 = all killed).
MDA-MB-435 – MDA-MB-435 melanoma. 82,000 tested, 7.8% active. AID 1794794
LOX IMVI – LOX IMVI melanoma. 79,000 tested, 7.4% active. AID 1794757
SK-MEL-28 – SK-MEL-28 melanoma. 81,000 tested, 4.1% active
T-47D – T-47D breast cancer. 79,000 tested, 5% active
BT-549 – BT-549 breast cancer. 78,000 tested, 4.4% active
SK-MEL-2 – SK-MEL-2 melanoma; 77,000 tested, 4.7% active; AID 1794763
SK-MEL-5 – SK-MEL-5 melanoma | 80,000 tested, 6.4% active
HS 578T – HS 578T breast cancer. 78,000 tested, 4.1% active
* marks the source's active call; other numbers are inactive results; x = no result given; & = joins results of further samples. The calls were made as follows: active = growth percent below 10; inactive = the rest. Compounds were not picked by outcome; about 12% have a hit in one of these screens.

SMILES	MDA-MB-435	LOX IMVI	SK-MEL-28	T-47D	BT-549	SK-MEL-2	SK-MEL-5	HS 578T
Clc1ccc2[nH]cc(-c3cncn3CCc3ccc4c(c3)OCO4)c2c1	71.3	91.5	93.5	37.8	x	86.4	33.8	69.7
Cc1c(Cl)cccc1N1C(=O)C=CC1=O	112.5	93.4	113.4	116.5	113.4	117.6	94.7	110.8
O=C(CN1C(=O)S/C(=C\C(Cl)=C\c2ccccc2)C1=O)NC1C=CS(=O)(=O)C1 (centres undefined)	-31.4*	-73.5*	-9.6*	4.6*	2.3*	9.4*	17.1	51.7
C=C(C)[C@@H]1CC=C2c3sc(Nc4ccc(OC(F)(F)F)cc4)nc3C[C@@H](C)[C@]2(C)C1	98.5	96.6	100.6	86.5	110.3	106.8	100.5	100.9
COc1cc(/C=C2\C(=O)Nc3c(Cl)ccc(Cl)c32)cc(OC)c1OC	108.5	87.5	105.0	75.4	99.2	107.8	95.2	97.0
COC(=O)c1c2c(c(C)[n+]([O-])c1C)C(=O)C(NCCN1CCOCC1)=CC2=O	49.9	57.2	95.2	80.6	91.4	78.2	48.5	100.8
O=C(CSc1nnc(-c2ccc(NC(=O)c3cccnc3)cc2)o1)N[C@@H](Cc1ccccc1)C(=O)O	99.3	97.2	109.5	86.6	111.6	102.2	97.3	105.6
COc1ccc(C(=O)c2cccs2)cc1	95.2	93.0	113.4	119.6	x	119.0	117.4	111.0
COc1ccc(/C=N\NC(=O)c2ccc3nc(-c4ccc(Cl)cc4)[nH]c3c2)cc1	68.5	0.9*	12.5	23.3	56.9	64.1	33.7	32.3
Cc1nc2ncc(-c3nnc(SCc4ccccc4)o3)c(=O)n2[nH]1	105.3	109.1	109.9	84.8	98.4	x	100.9	x
CCOC(=O)C1=C(C)N2C(=NC3=C(CCC/C3=C\c3ccc(Cl)cc3)C2c2ccc(Cl)cc2)S1 (centres undefined)	-14.0*	-100.0*	48.8	25.3	-44.5*	76.6	40.8	51.7
O=C1NC(/C=C/c2ccccc2)N=C2C(c3ccc(Cl)cc3)=NOC12 (centres undefined)	109.9	105.7	119.0	106.2	99.2	98.7	106.2	107.9
COc1ccc(C2CC(c3ccc(Nc4ccnc5cc(Cl)ccc45)cc3)=NN2C(C)=O)cc1 (centres undefined)	23.0	60.5	70.2	40.0	68.5	107.4	5.9*	62.7
CCCn1cnc2c(Sc3c([N+](=O)[O-])ncn3C)nc(N)nc21	105.0	100.6	111.6	73.3	115.1	103.3	106.3	104.1
CC(=O)Oc1ccc(N2C(=O)CCSC2=S)cc1C(=O)O	104.8	96.3	109.2	111.4	104.6	103.5	100.0	117.5
Oc1ccc2n[nH]nc2c1	x	107.7	107.3	104.4	x	134.1	115.9	101.0
Cn1c(SCC(=O)Nc2ccc([N+](=O)[O-])cc2)nc2ccccc2c1=O	89.3	68.6	91.7	73.4	85.6	98.9	79.1	85.2
CN(C)/N=C/c1nccc2ccccc12	98.5	97.0	105.9	106.2	106.8	109.2	99.6	102.4
Cc1cc(NS(=O)(=O)c2ccc(N=Nc3cc(N=Nc4ccc(S(=O)(=O)Nc5cc(C)nc(C)n5)cc4)c4c(NC(=O)C(Cl)Cl)cccc4c3OC(=O)C(Cl)Cl)cc2)nc(C)n1 (tested in a mixture with another compound)	110.7&101.4	103.9&92.6	111.1&111.4	87.1&101.4	99.7&111.0	x	87.6&96.9	128.3&111.3
c1cnc2cc3sc4ncccc4c3nc2c1	107.1	103.2	114.7	119.6	112.0	104.0	x	103.7

Some of these compounds in order of count of non-hydrogen atoms, highest first:
SMILES	MDA-MB-435	LOX IMVI	SK-MEL-28	T-47D	BT-549	SK-MEL-2	SK-MEL-5	HS 578T
O=C(CN1C(=O)S/C(=C\C(Cl)=C\c2ccccc2)C1=O)NC1C=CS(=O)(=O)C1 (centres undefined)	-31.4*	-73.5*	-9.6*	4.6*	2.3*	9.4*	17.1	51.7
O=C1NC(/C=C/c2ccccc2)N=C2C(c3ccc(Cl)cc3)=NOC12 (centres undefined)	109.9	105.7	119.0	106.2	99.2	98.7	106.2	107.9
c1cnc2cc3sc4ncccc4c3nc2c1	107.1	103.2	114.7	119.6	112.0	104.0	x	103.7

The list goes on:
SMILES	MDA-MB-435	LOX IMVI	SK-MEL-28	T-47D	BT-549	SK-MEL-2	SK-MEL-5	HS 578T
C=CCn1c(-c2nc3ccc(C(=C(C#N)C#N)c4ccccc4)cc3[nH]2)cc2cc(Br)ccc21	75.2	36.4	82.9	43.0	71.3	96.7	55.9	64.4
CC1=C(C(=O)Nc2ccccc2)C(c2cccc(Cl)c2Cl)n2c(nc3ccccc32)N1 (centres undefined)	26.5	49.5	65.5	67.4	71.0	75.2	46.7	66.0
COC(=O)c1ccc2[nH]c(O)c(C(=Nc3ccc(N(C)C(=O)CN4CCN(C)CC4)cc3)c3ccc(C)cc3)c2c1	10.3	4.3*	-8.2*	x	-39.5*	-31.6*	-73.1*	-2.5*
CCOC(=O)c1nn(-c2ccc(Cl)cc2)c(=N/N=C(\C)c2c(O)c(OC)c3occc3c2OC)s1	103.3	98.8	109.9	106.1	105.8	109.4	99.3	104.3
CCc1ccc2c(c1)C1(Oc3c(OC)cccc3C3CC(c4ccc(Br)cc4)=NN31)C(=O)N2 (centres undefined)	100.0	97.3	111.4	94.9	101.9	102.1	95.0	92.9
COc1cc(/C=C/c2cc(/C=C/c3ccc(O)c(OC)c3)n(-c3c(C)cccc3C)c(=O)n2)ccc1O	2.3*	0.1*	0.9*	-4.3*	-18.1*	-6.0*	x	-5.0*
Cc1ccc(NC(=S)NC(=O)c2ccccc2)cc1NC(=S)NC(=O)c1ccccc1	91.3	69.7	81.4	71.4	86.8	82.3	86.5	x
O=C(N=Nc1c(O)n(Cc2ccc(F)cc2)c2ccccc12)Nc1ccc(Cl)cc1	109.2	86.9	110.7	93.1	98.1	104.1	102.7	105.0
CC(C)=CCC/C(C)=C/CC/C(C)=C/CSC[C@H](NC(=O)CCCCCN1CCN(C)CC1)C(=O)NC1CCCCCC1	50.2	25.3	-56.0*	36.9	90.5	88.2	79.9	76.2
COc1ccc(Nc2ncnc3ccc(-c4cncc(NS(=O)(=O)c5cccc(F)c5)c4)cc23)cc1Cl	75.3	52.8	81.5	26.7	65.3	73.7	69.2	29.6
CC(=O)Nc1ccc(-c2cn3ccccc3n2)cc1	99.7	102.0	101.6	96.1	94.7	x	104.4	117.3
CCN(CC)CC(O)COc1c(Br)c(Br)c(Br)c2c1OC(C)(C)C2 (centres undefined)	1.3*	52.9	64.0	69.5	95.6	338.3	-78.9*	-69.4*
CNC1=C([N+](=O)[O-])C(c2cccc(Cl)c2Cl)C(C#N)=C(c2ccc[nH]2)O1 (centres undefined)	94.8	100.1	102.1	94.9	95.3	107.2	100.9	100.1
CC(C)OC(=O)Nc1ccc(-c2nc(-c3cccc(OCCN4CCOCC4)c3)c(-c3ccnc(Br)c3)[nH]2)cc1	x	3.3*	0.7*	31.2	42.1	32.5	21.7	-33.0*
CCOC(=O)c1ccc([N+](=O)[O-])o1	103.7	90.1	114.6	107.7	109.7	103.5	x	107.4
O=c1cc(NC2CCN(CCCc3ccccc3)CC2)c2cc(Cl)ccc2o1	-8.0*	-1.1*	8.6*	4.5*	17.8	-44.0*	-54.6*	2.7*
C=CCOC(=O)c1ccc(OC)cc1	103.1	95.3	104.6	70.1	93.7	102.8	97.0	101.4
CNC(=O)c1cc(Oc2ccc3nc(NC(=O)Nc4cccc(OC(F)(F)F)c4)sc3c2)ccn1	53.9	x	31.9	47.4	0.2*	-20.5*	53.7	x
CCn1cc(C(=O)O)c(=O)c2cc(F)c(N3CCN(C(=O)c4ccccc4)C(C)C3)c(F)c21 (centres undefined)	95.9	80.9	95.6	81.9	96.7	99.8	93.5	82.0
Cc1cc(-c2ccccc2N)c2[nH]c3ccccc3c2c1-c1ccccc1	94.9	81.1	98.5	49.3	89.3	75.6	83.4	103.6
NS(=O)(=O)c1ccc(-n2nc(C(=O)N/N=C\c3ccc(F)cc3)cc2-c2ccc(Cl)cc2)cc1	94.3	90.9	98.8	79.5	x	96.5	93.5	86.0
Nc1ccc(-c2ccc3nc4c(=O)[nH]nc(-c5cccc(C(F)(F)F)c5)c4n3c2)cn1	106.0	95.7	123.2	96.3	102.0	106.0	103.6	104.7
CN(C(=O)CSC(N)=O)c1ccccc1	114.7	97.9	108.6	95.1	122.3	111.3	102.7	99.2
C=C1C(=O)O[C@H]2[C@H]1CC/C(Cn1cc(-c3ccc(F)cc3)nn1)=C\CC[C@@]1(C)O[C@@H]21	-31.4*	-89.3*	x	-48.1*	43.5	14.9	36.3	58.1
COc1ccc(S(=O)(=O)NCCCNc2nccc(-c3[nH]c(-c4ccccc4)nc3-c3ccc(Cl)c(OC)c3)n2)cc1	38.6	57.3	67.5	26.2	75.1	57.9	42.8	85.3
O=[N+]([O-])c1ccc(OCCCCCCOc2ccc([N+](=O)[O-])cc2)cc1	100.1	94.4	95.7	67.1	91.1	86.7	107.1	90.7
COc1cc(C2CC(c3ccc(Oc4ccc(Br)cc4)cc3)=NN2c2nc(-c3ccc(Cl)cc3)c(C#N)c(N3CCOCC3)n2)cc(OC)c1OC (centres undefined)	96.9	81.0	100.4	87.5	100.8	105.2	98.8	97.3
COC(=O)C(C)CN1CCCCCC1 (centres undefined)	102.6	94.3	107.2	92.9	92.1	97.1	103.0	112.0
CC(C)NS(=O)(=O)/N=C1\NC(=O)NC1=C(Cl)Cl	94.3	94.8	108.1	79.7	103.5	95.6	92.8	97.9
Cc1ccc(C(=O)CN2C=NC3C(N4CCOCC4)=NC=NC32)cc1 (centres undefined)	99.4	97.4	109.6	102.5	108.0	104.5	x	103.9
CCOC(=O)Cn1c(-c2ccc(S(C)(=O)=O)cc2)nc2cc(Cl)ccc21	102.0	97.2	96.9	x	99.8	94.0	94.3	87.1
CCNCCNc1cc(-c2ccc(C(=O)OC)cc2)c(C#N)c2nc3ccccc3n12	73.2	-53.4*	17.0	18.6	68.2	x	71.6	59.3
O=C1NC(=O)C(=NC2C(=O)NC(=O)NC2=O)C(=O)N1	85.4	105.9	107.0	110.0	111.5	117.8	104.7	104.0
O=C1CCCC(=O)C1C(=O)c1ccc(C(F)(F)F)cc1[N+](=O)[O-]	102.6	95.1	107.5	107.8	94.2	100.4	99.6	108.4
C=CCc1c(N(C)c2ccc(C)cc2)ncnc1-n1cnc2ccccc21	102.8	93.7	110.1	82.3	95.0	99.1	97.0	93.2
Cc1cn2c(-c3ccc(Br)cc3)cnc2s1	99.0	98.8	104.6	x	106.9	105.5	95.3	121.9
CN(C)/C(N)=N/c1nc(=O)c2ccccc2c(=O)[nH]1	101.6	96.4	105.7	86.9	100.0	113.0	99.1	113.0
CCN(CC)CCCN(CCCc1ccccc1)Cc1ccccc1	85.7	83.1	100.8	84.6	111.6	108.1	90.1	97.3
Cc1ccc(-n2c[n+]([O-])c(-c3ccccc3)c2-c2ccccc2)cc1	102.7	106.7	99.2	95.0	85.8	105.0	92.7	90.8
COc1ccc(-c2c3c(cn2Cc2ccccc2OC)-c2oncc2CCC3)cc1	94.9	94.3	108.2	100.6	105.5	103.3	99.6	97.5

Entries of single compounds, quoted from the list. Screens in order: MDA-MB-435, LOX IMVI, SK-MEL-28, T-47D, BT-549, SK-MEL-2, SK-MEL-5, HS 578T
Listed for O=[N+]([O-])c1ccc(OCCCCCCOc2ccc([N+](=O)[O-])cc2)cc1 → 100.1, 94.4, 95.7, 67.1, 91.1, 86.7, 107.1, 90.7
Listed for COC(=O)C(C)CN1CCCCCC1 (centres undefined) → 102.6, 94.3, 107.2, 92.9, 92.1, 97.1, 103.0, 112.0
Listed for O=C1CCCC(=O)C1C(=O)c1ccc(C(F)(F)F)cc1[N+](=O)[O-] → 102.6, 95.1, 107.5, 107.8, 94.2, 100.4, 99.6, 108.4
Listed for C=C1C(=O)O[C@H]2[C@H]1CC/C(Cn1cc(-c3ccc(F)cc3)nn1)=C\CC[C@@]1(C)O[C@@H]21 → -31.4*, -89.3*, x, -48.1*, 43.5, 14.9, 36.3, 58.1
Listed for COc1ccc(-c2c3c(cn2Cc2ccccc2OC)-c2oncc2CCC3)cc1 → 94.9, 94.3, 108.2, 100.6, 105.5, 103.3, 99.6, 97.5

Further records follow.
SMILES	MDA-MB-435	LOX IMVI	SK-MEL-28	T-47D	BT-549	SK-MEL-2	SK-MEL-5	HS 578T
CC(=O)Cc1nsc(NC(=O)c2cc(-c3cc(Cl)cc(Cl)c3)oc2C)n1	101.0	97.0	103.3	88.1	98.1	102.2	99.9	101.6
CCOC(=O)c1ccc(NC2CCC(=O)N2)cc1 (centres undefined)	97.5	83.2	106.3	97.5	105.3	103.7	109.3	94.4
NC(=O)c1cnccc1/C=C/c1ccccc1	96.7	100.7	112.4	112.7	105.6	101.8	113.5	109.2
O=C(CCCCCCN1CC(=O)N2[C@@H](c3ccc(C(F)(F)F)cc3)c3[nH]c4ccccc4c3C[C@H]2C1=O)NO	66.2	20.1	78.1	51.0	108.8	95.7	74.5	80.2
O=C(CCN1CCOCC1)c1ccccc1	99.1&102.3	75.6&99.7	110.9&101.5	104.2&95.2	110.9	96.8&110.6	98.8&99.8	93.3
CC1C(C)N(C(=O)CCl)c2ccccc2N1C(=O)CCl (centres undefined)	-20.9*	-81.2*	-45.9*	-42.0*	-86.4*	-40.9*	-70.4*	-28.3*
Oc1c(Cl)cc(Cl)cc1/C=N/NC(=S)Nc1cc(C(F)(F)F)cc(C(F)(F)F)c1	84.1	48.3	67.9	56.4	48.8	x	38.0	94.0
N=C(N)c1ccc(-c2ccc(-c3cc(Cl)cc(Cl)c3)s2)nc1	44.6	-75.6*	108.3	84.2	97.5	108.5	94.0	94.0
COc1ccc(C2CC(c3cccc(OC)c3)=NN2C(=O)c2cc(OC)c(OC)c(OC)c2)cc1 (centres undefined)	-58.8*	35.5	56.2	29.0	39.5	35.9	-3.5*	-13.5*
C#CCOc1ccccc1C(OC(=O)c1ccccc1)C(=O)NC(C)(C)C(C)(C)C (centres undefined)	96.2	91.6	101.1	73.5	85.0	90.6	80.8	91.1
